HIF activator – HIF pathway transcriptional activation; activation, % at 7.5 µM (by protocol); AID 1910; U2OS HRE-luciferase reporter, luminescence; normalized: DMSO 0%, desferrioxamine 100%; hit rate 0.32% among 300,000;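 active = mean activation of at least 10% of the iron chelator positive control signal, with at least half of replicates also reaching 10%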
TRPC4 potent – TRPC4 (mouse) allosteric potentiation; Q9QUQ5; hit rate 0.42% among 310,000; HEK293 TRPC4beta/mu-opioid, DAMGO EC20, Fluo-4 Ca2+ flux; hits give high values; B-score at 10 µM;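 active = B-score of calcium response area above 5 SD of library B-scores, with initial fluorescence ratio within 5 SD of library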;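 also: B-score of integrated fluorescence ratio over time as area under calcium response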
MrgX1 antagonist – blocks BAM8-22 activation of human MrgX1 receptor. Q96LB2. MRGX1-HEK293 calcium flux, Fluo-4, BAM8-22 antagonism; hits give low values. B-score at 10 µM. hit rate 1.3% among 310,000;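 active = calcium-response B-score plate-corrected more than 3 library SD below zero, starting fluorescence within 5 deviations, no agonist response on first addition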;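 also: peak minus trough fluorescence over baseline after final BAM8-22 challenge near maximal dose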
AI-2 QS modul – modulators of Vibrio harveyi AI-2 quorum sensing system. Vibrio harveyi JMH597 AI-2 luminescence/OD600 ratio, 9 h; hits give low values; strain lacks LuxN and CqsS sensors; 0 = neutral-control median. activity change, % at 7.5 µM. hit rate 0.4% among 300,000. AID 2094; in the data active = activity change below about -75%, passing the limit was not always enough;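 also: luminescence divided by OD600 gain over 9 h not by final OD600 alone; inactives centre near 13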
TRPC6 act – activators of mouse TRPC6 channel. HEK293-TRPC6 membrane potential dye fluorescence; hits give high values. B-score at 10 µM. hit rate 0.13% among 310,000;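 active = B-score of the integrated fluorescence ratio above library mean plus 3 SD, and starting fluorescence ratio within library mean plus 5 SD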;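 also: higher score means more depolarization so channel activation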
Target sequence (Q61143 whole entry, looked up): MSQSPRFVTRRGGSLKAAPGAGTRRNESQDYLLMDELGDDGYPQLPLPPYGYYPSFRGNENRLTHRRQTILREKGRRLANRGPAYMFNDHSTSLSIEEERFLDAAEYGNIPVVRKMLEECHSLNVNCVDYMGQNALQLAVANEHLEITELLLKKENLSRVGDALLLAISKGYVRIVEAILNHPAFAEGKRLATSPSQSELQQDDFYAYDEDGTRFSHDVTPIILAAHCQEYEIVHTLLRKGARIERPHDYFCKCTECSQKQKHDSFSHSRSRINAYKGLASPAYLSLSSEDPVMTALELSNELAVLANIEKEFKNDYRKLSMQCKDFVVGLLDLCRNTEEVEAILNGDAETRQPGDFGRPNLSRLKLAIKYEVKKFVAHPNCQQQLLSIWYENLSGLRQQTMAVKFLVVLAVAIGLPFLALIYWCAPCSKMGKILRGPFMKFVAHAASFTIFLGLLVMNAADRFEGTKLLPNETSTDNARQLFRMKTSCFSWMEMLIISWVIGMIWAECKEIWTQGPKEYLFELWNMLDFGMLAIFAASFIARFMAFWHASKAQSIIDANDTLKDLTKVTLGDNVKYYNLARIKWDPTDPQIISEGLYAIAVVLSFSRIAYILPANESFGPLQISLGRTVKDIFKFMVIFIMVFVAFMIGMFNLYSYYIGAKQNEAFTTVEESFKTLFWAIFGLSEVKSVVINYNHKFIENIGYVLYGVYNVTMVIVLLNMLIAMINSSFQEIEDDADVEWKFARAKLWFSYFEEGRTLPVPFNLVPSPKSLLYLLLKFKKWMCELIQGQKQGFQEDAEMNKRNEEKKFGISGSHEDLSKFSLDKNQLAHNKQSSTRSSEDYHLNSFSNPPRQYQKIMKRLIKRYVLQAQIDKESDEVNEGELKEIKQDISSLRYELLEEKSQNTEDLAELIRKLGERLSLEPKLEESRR
TRPC4 act – activators of mouse TRPC4 channel; Q9QUQ5; HEK293 TRPC4beta/mu-opioid, Fluo4 calcium fluorescence; hits give high values; B-score at 10 µM; hit rate 0.49% among 310,000; AID 2237;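 active = B-score above 5 SD of library B-scores, and initial fluorescence ratio not above library mean plus 5 SD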;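 also: positive B-score marks a calcium rise read as TRPC4 activation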
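Incubation: 45 min room-temperature Fluo4 loading, 110 s read / System: HEK293 cells stably co-expressing mouse TRPC4beta and mu-opioid receptor / Signal: Fluo4 fluorescence, kinetic / Control set: buffer (low) and maximal DAMGO (high) / Measure: integrated baseline-normalised fluorescence ratio, converted to per-well B score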
TRPC4 inh – TRPC4 (mouse) channel inhibition; Q9QUQ5; HEK293 TRPC4beta/mu-opioid, DAMGO-evoked Fluo4 calcium flux; hits give low values; B-score at 10 µM; hit rate 0.39% among 300,000;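 active = B-score over 3 SD under the library average, no early fluorescence shift, positive overall ratio signal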
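test system = HEK293 cells with stable TRPC4beta plus mu-opioid receptor expression | detection = Fluo4 Ca2+ flux fluorescence | read-out = integrated fluorescence ratio relative to baseline, converted to per-well B score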
MrgX1 allo act – allosterically activates human MrgX1 receptor signaling; Q96LB2; MrgX1-HEK293, Fluo-4 calcium flux, FDSS; hits give high values; B-score at 10 µM; hit rate 0.63% among 310,000; AID 588675;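 active = plate-corrected calcium response at least 3 library SD above typical, normal starting fluorescence, not activating the receptor alone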;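 also: compound read alongside a low EC10 to EC30 dose of BAM8-22 agonist; peak minus trough fluorescence over baseline measured at the second addition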
PolyA inh – blocks polyadenylation in yeast reporter cells; S. cerevisiae SKY197-pL101 polyadenylation reporter, beta-gal luminescence; efflux-impaired pdr1/pdr3 knockout yeast; score 100 = 6 SD above DMSO; calls only at 12 µM; hit rate 0.02% among 300,000;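 active = lowest replicate activity score at least 50, where 100 means six control SD above control mean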;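 also: yeast exposed to compound for 9 h at 30 °C; higher score means more reporter readthrough which indicates perturbed polyadenylation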
MrgX1 ag – human MrgX1 receptor agonism, primary screen. MrgX1-HEK293 cells, Fluo-4 calcium fluorescence, agonist mode; hits give high values. AID 588627. hit rate 0.44% among 310,000. Q96LB2. B-score at 10 µM;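 active = calcium response B-score plate-corrected fluorescence ratio at least 3 library SD, with starting fluorescence B-score inside 5 SD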
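System – MrgX1-expressing HEK293 cells · Incubation – cells plated overnight, dye loaded 0.5 h 37 °C, 0.5 h room temperature · Technique – kinetic Fluo-4 NW fluorescence of intracellular calcium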
TRPC6 inh – inhibitors of mouse TRPC6 channel; Q61143; HEK293-TRPC6, membrane potential dye, ACh-evoked depolarization; hits give low values; B-score at 10 µM; hit rate 1.1% among 310,000;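 active = B-score under library mean minus 3 SD, initial fluorescence not abnormally high, positive integrated signal ratio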;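 also: B-score derived from integrated fluorescence ratio over the kinetic read; more negative B-score means stronger inhibition of depolarization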
Active calls of the source: *; i = inactive; nt = not tested or not shown. Some of the compounds tested. The share of hits here may be higher or lower than overall.

SMILES	HIF activator	TRPC4 potent	MrgX1 antagonist	AI-2 QS modul	TRPC6 act	TRPC4 act	TRPC4 inh	MrgX1 allo act	PolyA inh	MrgX1 ag	TRPC6 inh
COc1ccc(NC(=O)N2CCC(c3nc4ccccc4[nH]3)CC2)cc1	0.0	i	i	-18.8	i	i	i	i	i	i	i
CNC(=O)c1c(O)c2cccc3c2n(c1=O)CC3	-0.2	i	i	11.2	i	i	i	i	i	i	i
CCOC(=O)c1cnc2nc(C)nn2c1N	0.0	i	i	-7.3	i	i	i	i	i	i	i
CC(CC(=O)N1CCc2ccccc21)n1cccn1 (stereo not drawn)	1.8	i	i	2.5	i	i	i	i	i	i	i
COc1cc(C(=O)NCCCc2ccccc2)cc(OC)c1OC	-26.2	i	i	14.7	i	i	i	i	i	i	i
CCC(C)NC(=O)C1CCCN1S(=O)(=O)c1ccc(Cl)cc1 (stereo not drawn)	nt	i	i	11.1	i	i	i	i	i	i	i
Cc1cccc(NS(=O)(=O)c2cccc(C(=O)N3CCCCCC3)c2)c1	0.0	i	i	8.4	i	i	i	i	i	i	i
Cc1ccc(NC(=S)NCCN(C2CCCCC2)C2CCCC2)cc1	-0.5	i	i	18.5	i	i	i	i	i	i	i
Cc1ccnc(NC(=O)CNC(=O)c2sc3ccccc3c2Cl)c1	-14.4	i	i	13.0	i	i	i	i	i	i	i
O=C(Cc1ccccc1)NCCSC1CCCCC1	0.7	i	i	6.1	i	i	i	i	i	i	i
CC(C)(C)OC(=O)NCC(=O)NCC(=O)OCc1ccccc1	-0.1	i	i	5.2	i	i	i	i	i	i	i
COC(=O)c1ccc(/C=C/C(=O)c2cccc(OC)c2)cc1	2.3	i	i	7.2	i	i	i	i	i	i	i
Cc1cccc(N2C(=O)CC(N(O)c3ccccc3)C2=O)c1 (stereo not drawn)	2.1	i	i	0.0	i	i	i	i	i	i	i
CCOc1ccc(C(=O)NCC2OCCc3ccccc32)cc1 (stereo not drawn)	0.2	i	i	1.2	i	i	i	i	i	i	i
Cc1ccccc1Oc1nc2c(c(=O)n(C)c(=O)n2C)n1C	-0.9	i	i	19.9	i	i	i	i	i	i	i
CN(CCc1ccccn1)C(=O)c1ccc(OC2CCN(Cc3ccccn3)CC2)cc1	-0.1	i	i	5.6	i	i	i	i	i	i	i
CC(C)(C)C(=O)N(Cc1nc2ccccc2c(=O)[nH]1)Cc1cccs1	0.2	i	i	22.2	i	i	i	i	i	i	i
N#CCc1ccc(NC(=O)Nc2cccc3ccccc23)cc1	-8.6	i	i	4.8	i	i	i	i	i	i	i
CC(C)C(=O)Nc1ccc2c(c1)Cc1cc(NC(=O)C(C)C)ccc1-2	-1.3	i	i	-0.9	i	i	i	i	i	i	i
COC(=O)CNC(=O)C12CC3(C)CC(C)(CC(C)(C3)C1)C2	-0.2	i	i	13.7	i	i	i	i	i	i	i
Oc1ccc2ccccc2c1C=NCc1ccccc1	nt	i	i	3.4	i	i	i	i	i	i	i
Cc1ccc(S(=O)(=O)C2(C(=O)N3CCCCCC3)CC2)cc1	-0.3	i	i	-2.5	i	i	i	i	i	i	i
Cn1cccc1CC(=O)NNC(=S)Nc1ccccc1Cl	0.0	i	i	-1.1	i	i	i	i	i	i	i
Clc1ncn(CCOc2ccccc2)c1Cl	-0.2	i	i	nt	i	i	i	i	i	i	i
NC(=O)CS(=O)(=O)c1ccc(Cl)cc1	-0.4	i	i	8.5	i	i	i	i	i	i	i
Cc1ccc(S(=O)(=O)c2nc(NCCCn3ccnc3)sc2Cl)cc1	0.2	i	i	4.2	i	i	i	i	i	i	i
Cc1cccc(N2CCN(C(=O)C3COc4ccccc4O3)CC2)c1C (stereo not drawn)	0.0	i	i	16.8	i	i	i	i	i	i	-5.07*
O=C(O)c1ccc(-c2ccco2)n1Cc1ccccc1	-0.1	i	i	14.7	i	i	i	i	i	i	i
O=C(Nc1nnc(-c2ccc(F)cc2)o1)C1CCCN1S(=O)(=O)c1cccs1 (stereo not drawn)	1.0	i	i	21.4	i	i	i	i	i	i	i
CCOC(=O)CSc1nnc(CSc2nc3ccccc3s2)n1C	0.0	i	i	20.9	i	i	i	i	i	i	i
Cc1ccc(-c2cc(C(F)(F)F)n3nc(C(=O)N4CCN5CCCC5C4)cc3n2)cc1 (stereo not drawn)	-1.7	i	i	nt	i	i	i	i	i	i	i
C=C(CC)C(=O)c1ccc(OCC(=O)O)c(Cl)c1Cl	0.5	i	i	25.2	i	i	i	i	i	i	i
O=C(O)C(=O)/C(=C\c1ccccc1)c1ccc2ccccc2n1	2.7	i	i	33.2	i	i	i	i	i	i	i
COC(=O)c1cccc(NC(=O)Nc2ccc(Cl)cc2Cl)c1	1.0	i	i	4.6	i	i	i	i	i	i	i
CCCCOc1ccc(N=Cc2ccc[nH]2)cc1	-0.3	i	i	4.3	i	i	i	i	i	i	i
N#C/C(=C\c1ccc(C#N)cc1)C(=O)N1CCCC1	-0.3	i	i	18.1	i	i	i	i	i	i	i
Cc1ccc(O)c(NC2=C(Cl)C(=O)N(Cc3ccccc3)C2=O)c1	-0.3	i	nt	-13.7	i	i	i	nt	i	nt	i
COC(=O)c1ccccc1NS(=O)(=O)c1ccc(O)c(C(=O)O)c1	0.0	i	i	-15.3	i	i	i	i	i	i	i
CCOC(=O)N1CCN(Cc2c(F)cccc2F)CC1	0.2	i	i	-14.2	i	i	i	i	i	i	i
O=C(Nc1cccc(C(=O)O)c1)/C(=C\c1ccco1)NC(=O)c1ccccc1	-0.3	i	i	26.0	i	i	i	i	i	i	i
COc1ccc(S(=O)(=O)NCc2cc(=O)n(C)c(=O)n2C)cc1C	-0.6	i	i	18.3	i	i	i	i	i	i	i
O=C(c1ccc2c(=O)n(C3CCCC3)c(=S)[nH]c2c1)N1CCc2ccccc21	-0.6	i	i	-55.4	i	i	i	i	i	i	i
O=[N+]([O-])c1cccc(S(=O)(=O)N2CCC(c3nc(-c4ccncc4)no3)CC2)c1	-0.1	i	i	16.2	i	i	i	i	i	i	i
COc1ccccc1/C=N/Nc1nccnc1Cl	2.0	i	i	29.1	i	i	i	i	i	i	i
Cc1ccc(-n2nnc3c(=O)n(Cc4ccccc4C)cnc32)cc1	-0.4	i	i	29.1	i	i	i	i	i	i	i
Cn1c2ccccc2c2ncn(Cc3ccco3)c(=O)c21	0.1	i	i	34.5	i	i	i	i	i	i	i
COc1ccc(CNCc2ccccc2[N+](=O)[O-])cc1OC	0.3	i	i	0.5	i	i	i	i	i	i	i
CN(C)C(CNC(=O)CCCc1c[nH]c2ccccc12)c1ccco1 (stereo not drawn)	0.5	i	i	-12.2	i	i	i	i	i	i	i
Cc1cc(Br)ccc1NC(=O)c1ccc(-n2cncn2)c([N+](=O)[O-])c1	-0.7	i	i	7.5	i	i	i	i	i	i	i
COC(=O)CCN(C(=O)c1ccc(N2CCCC2)c([N+](=O)[O-])c1)c1ccccn1	-0.6	i	i	11.3	i	i	i	i	i	i	i

The list continues:
SMILES	HIF activator	TRPC4 potent	MrgX1 antagonist	AI-2 QS modul	TRPC6 act	TRPC4 act	TRPC4 inh	MrgX1 allo act	PolyA inh	MrgX1 ag	TRPC6 inh
O=C(CC1SC(=NCC2CCCO2)NC1=O)Nc1cccc2ccccc12 (stereo not drawn)	0.0	i	i	9.7	i	i	i	i	i	i	i
Nc1ccc2c(C(F)(F)F)cc(C(F)(F)F)nc2n1	0.1	i	i	-6.7	i	i	i	i	i	i	i
CC(=O)c1ccc(NC(=O)C2(c3ccccc3)CC2(Cl)Cl)cc1 (stereo not drawn)	nt	i	i	21.7	i	i	i	i	i	i	i
CCC(=O)Nc1ccccc1C(=O)NC1CCCCC1	-0.1	i	i	nt	i	i	i	i	i	i	i
Clc1ccc(CNc2cnccn2)cc1	0.1	i	i	12.8	i	i	i	i	i	i	i
CN(C)c1nn(C(=O)Nc2cccc(C(F)(F)F)c2)cc1-c1ccccc1	0.9	i	i	4.2	i	i	i	i	i	i	i
CCc1nn2c(N(C)CCO)cc(C)nc2c1-c1ccc(F)cc1	0.3	i	i	8.3	i	i	i	i	i	i	i
CC(=O)NCC12CC3CC(C1)CC(C(=O)O)(C3)C2	-0.4	i	i	4.6	i	i	i	i	i	i	i
COC(=O)c1cc(S(=O)(=O)NC2CCN(Cc3ccccc3)CC2)cn1C	-0.2	i	i	10.4	i	i	i	i	i	i	i
COc1ccc(Oc2cccc(Cl)c2CNC(=O)CCCC(=O)O)cc1	-0.7	i	i	20.9	i	i	i	i	i	i	i
O=C(CCNS(=O)(=O)c1ccccc1F)N1CCN(C/C=C/c2ccccc2)CC1	0.0	i	i	22.5	i	i	i	i	i	i	i
CN(C)CCn1c(NCc2ccc3c(c2)OCO3)nc2ccccc21	-0.7	i	i	10.1	i	i	i	i	i	i	i
O=C(O)c1ccc(-c2noc(-c3cccc(F)c3)n2)cc1	1.0	i	i	36.8	i	i	i	i	i	i	i
Cn1nc([N+](=O)[O-])nc1Oc1ccccc1N	-0.5	i	i	17.1	i	i	i	i	i	i	i
CC[n+]1c(-c2ccc(C)cc2)csc1Nc1c(C)n(C)n(-c2ccccc2)c1=O	1.6	i	i	-5.5	i	i	i	i	i	i	i
COCCNC(=O)c1cc(-c2ccccc2)nn1CC1CC(c2cccnc2)=NO1 (stereo not drawn)	-0.2	i	i	7.8	i	i	nt	i	i	i	i
CCC1(C)NC(=O)N(CC(=O)N2N=C(c3ccccc3)CC2c2ccc(OC)cc2)C1=O (stereo not drawn)	-0.1	i	i	31.6	i	i	i	i	i	i	i
CC(C)OC(=O)c1nnn(-c2nonc2N)c1CSc1ccccn1	-0.5	i	i	5.8	i	i	i	i	i	i	i
O=C1c2cccnc2C(=O)N1Cc1ccc(S(=O)(=O)N2CCOc3ccc(Cl)cc32)cc1	1.9	i	i	15.1	i	i	i	i	i	i	i
CC(=O)Nc1ccc(NC(=O)C2CCCN2C(=O)Nc2ccc(F)cc2)cc1 (stereo not drawn)	0.0	i	i	17.2	i	i	i	i	i	i	i
CCCCCCn1c(CN2CCN(C(=O)c3ccco3)CC2)nc2c1c(=O)n(C)c(=O)n2C	0.0	i	i	10.8	i	i	i	i	i	i	i

High-throughput results (PubChem)
